# From PubChem
# ER stress death = ER stress cell death inhibition. CSM14.1 thapsigargin ER stress survival, ATP luminescence. relative survival (cellular ATP), % at 15 µg/mL (by protocol). hit rate 0.33% among 48,000;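 active = survival measured by cellular ATP above 50% at 15 µg/ml in the first screen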;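 note: cell death triggered by about 15 µM thapsigargin; ATP read 24 h after thapsigargin was added; plate controls were thapsigargin with DMSO for no effect and DMSO without thapsigargin for full effect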
# Starred values were filed as active, the others as inactive. These rows are one share of the data; count on the stated rates, not on these rows.
SMILES,ER stress death
CC(=O)N=C1SC2CS(=O)(=O)CC2N1c1c(Cl)cccc1Cl (stereo not drawn),-4.8
COc1ccc2c(Cl)c(C(=O)Nc3ccc(Cl)cc3)sc2c1,7.3
CCCCOc1ccc(S(=O)(=O)N2CCN(C)CC2)cc1,-1.6
COc1ccc(CCNC2=CC(=O)CC(c3ccccc3)C2)cc1OC (stereo not drawn),7.0
COc1ccc(C2/C(=C(/O)c3ccccc3)C(=O)C(=O)N2Cc2ccccc2)cc1OC (stereo not drawn),3.6
O=C1C(=Cc2ccccc2F)C(=O)c2ccccc21,-1.0
COc1ccc(NC(=O)C2CC(=O)N(CCc3ccccc3)C(=Nc3ccccc3)S2)cc1 (stereo not drawn),2.1
COc1ccc(N(CC(=O)NCCc2ccc(F)cc2)S(=O)(=O)c2ccccc2)c(OC)c1,1.2
CCN(CC)S(=O)(=O)c1ccc(NC(=O)c2ccccc2C)cc1,2.8
COc1ccc2[nH]cc(CCN=C3SCC(=O)N3C)c2c1,0.3
COc1ccc(CNC(=O)CN(c2ccccc2OC)S(=O)(=O)c2ccccc2)cc1,17.9
O=[N+]([O-])c1ccc(Nc2nc(NCCN3CCOCC3)nc(Nc3ccc(Cl)cc3)n2)cc1,-8.9
O=C(O)c1ccccc1-c1ccccc1C(=O)Nc1ccccn1,-0.6
CCCOc1ccc(/C=C2/C(=O)NN(c3ccccc3)C2=O)cc1OC,0.5
Cc1nnc(SCc2c(Cl)cccc2Cl)s1,7.1
Cn1nc(CC(=O)O)c2ccccc2c1=O,5.0
Cc1cc(C)cc(NC(=O)COc2ccccc2)c1,3.1
O=C(Nc1ccc(-c2nc3ccccc3[nH]2)cc1)c1ccccc1,-0.9
O=C(c1cc2nc(-c3ccccc3)cc(C(F)(F)F)n2n1)N1CCCCC1,4.4
O=C(CCNS(=O)(=O)c1ccccc1[N+](=O)[O-])Nc1ccc(Br)cc1,2.6
COCCN1C(=O)c2ccc3c4c(ccc(c24)C1=O)CC3,5.3
COC(=O)CN(c1ccc(C)cc1)S(C)(=O)=O,-6.0
CCOc1ccc([C@H]2[C@H](C(=O)c3ccccc3)N3c4ccccc4C=CC3C2(C#N)C#N)cc1 (stereo partly drawn),1.8
COc1ccc(C(=O)N2CCN(Cc3ccc(OC)c(OC)c3OC)CC2)cc1OC,7.5
CC1=C(C(=O)Nc2cccc(Cl)c2C)C(c2ccc([N+](=O)[O-])cc2)NC(=S)N1 (stereo not drawn),-1.0

# 4 entries from above, with each value named.
O=[N+]([O-])c1ccc(Nc2nc(NCCN3CCOCC3)nc(Nc3ccc(Cl)cc3)n2)cc1
- ER stress death: -8.9
O=C(O)c1ccccc1-c1ccccc1C(=O)Nc1ccccn1
- ER stress death: -0.6
CCCOc1ccc(/C=C2/C(=O)NN(c3ccccc3)C2=O)cc1OC
- ER stress death: 0.5
Cc1nnc(SCc2c(Cl)cccc2Cl)s1
- ER stress death: 7.1

# Continuation:
SMILES,ER stress death
C=COCCNC(=O)C(=O)Nc1ccc(C)cc1,10.1
Cc1ccc2nc(SCCN3CCOCC3)[nH]c2c1,-1.4
NNC(=O)COc1ccc(-c2cc(-c3ccccc3)c3cc(Br)ccc3n2)cc1,-4.0
COc1ccc(/C=C2/NC(=S)NC2=O)c2ccccc12,4.8
Cc1ccccc1OCC(=O)Nc1ccccc1C(C)C,-1.8
CC(C)CNC(=O)c1cccc(NC(=O)c2ccc(F)cc2)c1,-1.0
O=C(Nc1nccs1)c1ccc2ccccc2c1,9.0
CCOc1ccc2nc(SCC(=O)Nc3ccccc3Oc3ccccc3)sc2c1,10.1
CC(C)CC(=O)Nc1nc(-c2ccc(Cl)c(Cl)c2)cs1,3.8
C=CCN1C(=O)/C(=C\c2cccc(OCC(=O)O)c2)C(=O)NC1=S,2.7
c1ccc2c(Oc3ncnc4sc5c(c34)CCCC5)cccc2c1,2.3
O=C(COc1cccc2ccccc12)NCC1CCCO1 (stereo not drawn),-1.6
CCc1ccc2oc(-c3cccc(NC(=O)c4ccc5c(c4)OCCO5)c3)nc2c1,-1.9
CCCOC(=O)c1c(N)sc2c1CCC2,15.7
COc1ccc(N(CC(=O)NCCc2ccccc2)S(C)(=O)=O)c(OC)c1,-4.8
O=C(Nc1cccc(-c2nc3ccccc3o2)c1)c1cc2ccccc2o1,-3.3
COc1ccc(/C=C(\NC(=O)c2ccc([N+](=O)[O-])cc2)C(=O)NCCCN2CCOCC2)cc1,0.5
Cc1ccc2nsnc2c1NC(=O)COc1ccc(Cl)cc1Cl,1.8
CCOC(=O)C1(C(=O)OCC)C(C(=O)OCC)(C(=O)OCC)C1(C(=O)OCC)C(=O)OCC,6.8
O=c1c2c3c(sc2ncn1/N=C/c1ccccc1)CCCC3,4.6
Nn1c(SCC(=O)c2ccc([N+](=O)[O-])cc2)nc2ccccc2c1=O,6.7
COc1cc(OC)c(/C=C2\C(=O)NC(=O)N(c3ccccc3)C2=O)c(OC)c1,3.4
CCn1ccnc1C(O)c1ccc(N(C)C)cc1 (stereo not drawn),17.8
CCCCCC(=O)NNC(=O)c1ccco1,-2.9
COc1ccc(S(=O)(=O)n2cnc(C)c2)cc1OC,-0.8

# Next part
SMILES,ER stress death
Nc1ccccc1C(=O)N1CCN(c2ccc(F)cc2)CC1,3.5
CCC(C(C)=O)C(=O)Nc1ccccc1 (stereo not drawn),4.6
COC(=O)c1ccc(C(C2C(=O)CC(C)(C)CC2=O)C2C(=O)CC(C)(C)CC2=O)cc1,0.6
CN1C(=O)C(=Cc2ccccc2OCc2ccc([N+](=O)[O-])cc2)C(=O)N(C)C1=O,4.9
O=[N+]([O-])c1cc(Cl)ccc1NCCCNS(=O)(=O)Cc1ccccc1,-4.3
CCN(CC)C(=O)c1sc(N)c(C(=O)OC(C)C)c1C,-1.5
COc1ccc(CC(=O)Nc2ccc3oc(-c4ccncc4)nc3c2)cc1OC,-2.9
COc1cc(-c2nnc3ccc4ccccc4n23)ccc1Oc1ccc([N+](=O)[O-])cc1,0.0
O=C(COc1ccccc1)NCCCn1ccnc1,1.7
NC(=O)C1(c2ccccc2)CCCN1C(=O)c1ccco1 (stereo not drawn),6.1
CS/C(N)=N/N=C/c1cc(C)ccc1O,-12.0
COc1cccc(NCCC(=O)c2ccccc2)c1,23.2
O=C1CCCc2oc3ccc(NS(=O)(=O)c4ccc(F)cc4)cc3c21,6.6
CCOc1cc(C2NC(=S)NC(C)=C2C(=O)Nc2ccccc2C)ccc1O (stereo not drawn),-0.3
O=C1CC(Nc2ccccc2)C(=O)N1Cc1ccccc1 (stereo not drawn),7.9
O=[N+]([O-])c1ccc(C=Nc2cc3c(cc2Br)OCCO3)cc1,4.2
O=C(O)CNS(=O)(=O)c1ccc2c(c1)C(=O)c1cc(S(=O)(=O)NCC(=O)O)ccc1-2,9.4
O=C(NN1CCOCC1)c1cccc(F)c1,7.5
NNC(=O)c1cc(-c2ccc(Br)cc2)n[nH]1,-4.0
O=[N+]([O-])c1ccc(N2CCN(CCO)CC2)cc1NCCc1ccccc1,-2.8
COc1ccc(C(CC(=O)c2ccc(Br)cc2)Nc2ccc([N+](=O)[O-])cc2)cc1 (stereo not drawn),8.7
NC(N)=NS(=O)(=O)c1ccc(NC(=S)Nc2ccccc2)cc1,6.5
COCCCNC(=O)C(=O)NC(C)C,-1.6
O=C1C(Cl)=CC(=NSc2nc3ccccc3s2)C=C1Cl,1.5
Cc1ccc(/C=C2\SC(N3CCN(C)CC3)=NC2=O)cc1,-5.4

# More entries
SMILES,ER stress death
COc1ccc(/C=C2/C(=O)NN(c3ccccc3)C2=O)c(OC)c1,13.1
c1ccc(OCCCCN2CCCC2)cc1,5.0
COc1cccc(/C=N/NC(=O)CC2C(=O)NN=C2C)c1O (stereo not drawn),-1.1
CCOc1ccc(OCC)c(C2C(C#N)=C(N)Oc3[nH]c(=O)[nH]c(=O)c32)c1 (stereo not drawn),6.0
C=CCN1C(=O)/C(=C\c2ccc(-c3ccccc3[N+](=O)[O-])o2)C(=O)NC1=S,45.2
CCC1=NN2C(=N)/C(=C/c3ccc(-c4ccc(Cl)cc4)o3)C(=O)N=C2S1,9.8
COc1ccccc1N=C(C)C1=C(O)CSC1=O,16.8
COc1ccc(C(=O)Nc2ccc(NC(=O)c3ccc(Br)cc3)cc2)cc1,3.6
CC(=O)Nc1ccc(C(=O)NC2=NCCS2)cc1,-1.0
COc1ccc(C2CC(=O)C3=C(C2)Nc2ccccc2NC3c2ccncc2)cc1OC (stereo not drawn),6.1
CC(C(=O)N1c2ccccc2-c2c(ssc2=S)C1(C)C)N1C(=O)c2ccccc2C1=O (stereo not drawn),4.1
CCOC(=O)C1=C(C)N=c2s/c(=C\c3cc(Br)ccc3OC(C)=O)c(=O)n2C1c1ccccc1 (stereo not drawn),15.2
O=C(Nc1nccs1)c1cccc(NC(=O)c2cccs2)c1,-1.9
COCC(=O)Nc1nc2ccccc2s1,0.9
CNS(=O)(=O)c1cc(S(=O)(=O)NC)c2cccc3c2c1NC3=O,9.3
Cc1ccccc1NC(=O)C1C2CC/C=C\CC/C=C/CCC21 (stereo not drawn),4.9
S=C(NCc1cccnc1)NC12CC3CC(CC(C3)C1)C2,0.1
CCOC(=O)c1c(NC(=O)c2ccccc2F)sc2c1CCCCC2,19.8
COc1ccc(C2=C(NCCc3ccc(S(N)(=O)=O)cc3)c3ccccc3C2=O)cc1,2.4
O=C(C(=Cc1ccc(-c2ccc(Br)cc2)o1)C(=O)c1ccccc1)c1ccccc1,-1.7
CCCCOc1cccc(C(=O)Nc2ccc(C(=O)OCCC)cc2)c1,-1.7
C=C(C)C1CC=C(C)C(=NNC(=O)c2cccc([N+](=O)[O-])c2)C1 (stereo not drawn),1.4
CC1=C(C)CC2C(=O)N(c3ccc(F)cc3)C(=O)C2C1 (stereo not drawn),2.2
Cc1ccc(C(=O)CC(=O)c2ccccc2)cc1,7.1
CC1CCC/C(=C(\C#N)c2nc(-c3cc4ccccc4oc3=O)cs2)C1 (stereo not drawn),7.1

# Next results
SMILES,ER stress death
O=c1[nH]c(=O)n(Cc2ccc(F)cc2)c(O)c1/C=C1/C=CC=N1,0.4
C=CCN1C(=O)/C(=C/c2c(NC)nc3ccccn3c2=O)SC1=S,-1.0
CCCCNC(=O)c1nn2cc(Br)cnc2c1Br,4.6
O=c1/c(=C/c2ccc(Cl)cc2Cl)sc2nc(-c3ccccc3)nn12,10.4
CCOC(=O)c1c(NC(=O)c2ccccc2OCC)sc2c1CCCC2,2.5
COc1ccc(/C=C2\C(=O)NC(=S)N(c3cccc4ccccc34)C2=O)cc1OC,2.7
COC(=O)c1ccccc1NC(=O)C1CC(=O)N(C2CCCCC2)C1 (stereo not drawn),11.2
CC1=C(C(=O)Nc2ccc(Br)cc2)C(c2ccccc2Br)NC(=S)N1 (stereo not drawn),3.4
O=C(Nc1ccc2ccccc2c1)c1ccc(C(F)(F)F)cc1,0.7
COc1ccccc1OCC(=O)NCc1cccnc1,9.0
Cc1cccc(NC(=O)c2c(NC(=O)Cc3ccccc3)sc3c2CCC3)c1,11.9
CC(C)CC(=O)N1c2ccccc2NC2=C(C(=O)CC(C)(C)C2)C1c1ccc2c(c1)OCO2 (stereo not drawn),3.0
COc1ccc(N(CC(=O)Nc2cccc3ccccc23)S(C)(=O)=O)c(OC)c1,5.5
CCOC(=O)C1=C(C)NC(=O)NC1c1cc(C)cs1 (stereo not drawn),-0.6
O=C1N/C(=C/c2ccc(Br)cc2)C(O)=C1C=NCc1ccccc1,3.2
CCOc1cc(C(=O)Nc2ccc3c(c2)OCCO3)cc(OCC)c1OCC,-0.6
O=C(/C=C/c1ccc([N+](=O)[O-])cc1)c1cccc(Br)c1,-4.0
CC1=C(C(=O)Nc2ccc(Cl)cc2)C(c2ccc(Cl)cc2Cl)NC(=S)N1 (stereo not drawn),3.0
COc1ccc(C2/C(=C(/O)c3ccccc3)C(=O)C(=O)N2Cc2ccccc2)cc1 (stereo not drawn),6.2
CCOc1cc(N)ccc1C1CCCCC1,2.4
COc1ccc(C(=O)OCCNC(=O)c2ccc[n+](C)c2)cc1,1.2
Fc1ccccc1OCCn1ccnc1,-0.1
COc1ccccc1NC(=O)c1c(N)sc2c1CCC2,0.3
O=C(Nc1ccccc1)C1C(c2ccccc2)=C1c1ccccc1,-3.8
COc1ccc(CC(=O)NNC(=O)c2ccccc2Cl)cc1,5.1

# The list continues.
SMILES,ER stress death
COc1ccc(NCc2cccnc2)cc1,-8.2
CCCCOc1cccc(C(=O)N2CCN(c3ccc([N+](=O)[O-])cc3)CC2)c1,5.5
O=C(CC(=O)Nc1cccc(C(F)(F)F)c1)Nc1cccc(C(F)(F)F)c1,4.1
CC(=O)NC(NC(C)=O)c1ccccc1Cl,9.7
O=C(Cc1ccccc1[N+](=O)[O-])NCC1CCCO1 (stereo not drawn),1.3
CCOc1cc(C2NC(=S)NC(C)=C2C(=O)Nc2ccc(OC)cc2)ccc1O (stereo not drawn),3.2
Cc1cc(Oc2ccc(F)cc2)c(F)cc1[N+](=O)[O-],14.4
COc1ccc(N(CC(N)=O)S(=O)(=O)c2ccc(C)cc2)cc1,2.1
CCOC(=O)c1c(C)oc2ccc(NS(=O)(=O)c3cc(C)ccc3C)cc12,6.7
CN1CCN(CCOCCOc2cc(Cl)ccc2Cl)CC1,-3.0
COC(=O)C1=C(C)N(CCc2ccccc2)C(=O)C1,5.0
COC(=O)c1ccc(C(=O)OC)c(NC(=O)C(C)Oc2ccc(Cl)cc2C)c1 (stereo not drawn),0.5
Brc1cccc(CN2CCN(Cc3ccncc3)CC2)c1,-1.0
Cc1cc2ncn(C(=O)c3ccc([N+](=O)[O-])cc3)c2cc1C,0.6
S=C(NCC1OCCc2ccccc21)Nc1ccccc1 (stereo not drawn),0.1
CCCCn1c(NC(=O)c2ccc(Cl)cc2)nc2ccccc21,4.7
CCN(CC)CCn1c2ccccc2n2cc(C(C)(C)C)nc12,-5.8

# Rewritten as tab-separated lines: part of the list above.
SMILES	ER stress death
Cc1cc2ncn(C(=O)c3ccc([N+](=O)[O-])cc3)c2cc1C	0.6
S=C(NCC1OCCc2ccccc21)Nc1ccccc1 (stereo not drawn)	0.1
CCCCn1c(NC(=O)c2ccc(Cl)cc2)nc2ccccc21	4.7
CCN(CC)CCn1c2ccccc2n2cc(C(C)(C)C)nc12	-5.8
